Compound activity: PubChem BioAssay, The Scripps Research Institute Molecular Screening Center
M1 ag = human M1 muscarinic receptor agonists, primary screen, Fluo-8 calcium fluorescence, CHO-K1 cells, HTS | Muscarinic acetylcholine receptor M1 (Homo sapiens), P11229 | CHO-K1 hM1, agonist mode; 0% DMSO, 100% acetylcholine EC100 | activation, % at 3 µM | 360,000 tested, 0.33% active | AID 588814, 2011;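 active = activation above the run's mean compound activation plus 3 SD, cut at about 16% in these data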;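 note: peak over basal fluorescence ratio within a 140 s kinetic read after compound addition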
M1 antag = human M1 muscarinic receptor antagonists, primary screen, CHO-K1 cells, Fluo-8 calcium fluorescence, 1536-well; CHO-K1 hM1, ACh EC80 antagonist; inhibition, % at 3 µM; 360,000 tested, 1.3% active; AID 588852, 2011;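 active = percent inhibition above its own plate's cutoff, namely the mean of that plate's compound wells plus 3 SD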;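 note: peak over basal fluorescence ratio during 140 s after agonist addition; 0% = ACh EC80 plus DMSO and 100% = DMSO alone without agonist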
V1aR counter = agonists of human V1a receptor, primary screen, counter-screen for OXTR agonist project, fluorescence, CHO-V1R cells. Fluo-8 calcium fluorescence, agonist mode; 0% DMSO, 100% 3 nM vasopressin. activation, % at 3 µM. 320,000 tested, 0.25% active;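 active = activation above the mean activation of all tested compounds plus 3 SD, per screening run, cut at about 20% in these data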;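 note: signal is peak over basal fluorescence ratio across a 100 second FLIPR read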
Target sequence (P37288 whole entry, looked up): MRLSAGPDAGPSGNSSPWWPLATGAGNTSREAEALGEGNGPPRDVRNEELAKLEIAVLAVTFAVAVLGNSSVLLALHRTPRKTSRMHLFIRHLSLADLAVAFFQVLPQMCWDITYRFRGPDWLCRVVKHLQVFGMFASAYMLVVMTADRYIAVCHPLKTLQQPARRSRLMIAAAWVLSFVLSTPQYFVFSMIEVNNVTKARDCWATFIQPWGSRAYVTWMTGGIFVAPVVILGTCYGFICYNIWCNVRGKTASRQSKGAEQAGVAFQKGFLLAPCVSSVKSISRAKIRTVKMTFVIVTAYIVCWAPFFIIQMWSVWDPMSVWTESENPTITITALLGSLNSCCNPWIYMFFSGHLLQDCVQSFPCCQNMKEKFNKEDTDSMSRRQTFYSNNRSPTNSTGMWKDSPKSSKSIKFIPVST
TAAR1 ag = human TAAR1 agonists, primary screen, Fluo-8 calcium fluorescence, CHO RD-HGA16 cells | Trace amine-associated receptor 1 (Homo sapiens), Q96RJ0 | AID 624467, 2012 | 360,000 tested, 0.99% active | vehicle wells 0%, saturating PEA agonist 100% | activation, % at 3 µM;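 active = activation above the mean activation of all test compounds in the run plus 3 SD, cut at about 38% in these data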
Target sequence (Q96RJ0 whole entry, looked up): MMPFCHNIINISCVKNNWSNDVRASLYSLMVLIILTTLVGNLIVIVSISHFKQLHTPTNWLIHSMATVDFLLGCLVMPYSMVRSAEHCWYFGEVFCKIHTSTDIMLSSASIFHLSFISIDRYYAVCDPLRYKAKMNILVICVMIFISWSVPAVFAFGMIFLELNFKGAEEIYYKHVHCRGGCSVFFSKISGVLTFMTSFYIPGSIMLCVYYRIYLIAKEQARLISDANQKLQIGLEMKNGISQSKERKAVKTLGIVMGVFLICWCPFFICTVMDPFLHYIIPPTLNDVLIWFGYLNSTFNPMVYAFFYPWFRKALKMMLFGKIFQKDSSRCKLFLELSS
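Assay system – CHO-derived RD-HGA16 cells with stable Gα16 and human TAAR1 · Compound dosing – one-point dosing at 3 µM (nominal) · Incubation – 17-24 h seeding, 75 min 37 °C dye, 30 min RT · Measured by – kinetic Fluo-8 calcium fluorescence · Control set – DMSO vehicle as 0%, PEA at EC100 as 100% · Repeats – single well for each compound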
OXTR ag = human OXTR agonists, primary screen, fluorescence, CHO-OTR cells, Fluo-8 calcium; 320,000 tested, 0.32% active; activation, % at 3 µM; Fluo-8 calcium fluorescence; normalized: DMSO 0%, oxytocin 100%; AID 2435, 2010; Oxytocin receptor (Homo sapiens), P30559;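 active = activation above the mean of all tested compounds plus 3 SD, cutoff set per screening run, cut at about 20% in these data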;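 note: peak over basal fluorescence ratio from a 100 s FLIPR kinetic read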
TAAR1 antagonist = human TAAR1 antagonists, primary screen, Fluo-8 calcium fluorescence, CHO RD-HGA16 cells; AID 624466, 2012; Trace amine-associated receptor 1 (Homo sapiens), Q96RJ0; 360,000 tested, 1.5% active; inhibition, % at 3 µM; antagonist;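 active = inhibition above a per-plate cutoff, the mean inhibition of test compounds on that plate plus 3 SD, cut at about 49% in these data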;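 note: 0% = DMSO plus EC80 beta-PEA response and 100% = DMSO alone without agonist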
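Test system – hTAAR1-expressing CHO RD-HGA16 cells, Gα16-coupled · Also added – β-PEA at EC80 concentration, post-compound challenge · Compound – 3 µM, single point · Incubation – dye loading 75 min at 37 °C, then 30 min room temperature · Measured by – Fluo-8 intracellular calcium dye fluorescence, real-time kinetic reads · Benchmarks – vehicle and agonist controls · Replicates – singlicate, one well per test compound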
CHRM1 PAM = human M1 muscarinic receptor positive allosteric modulators, primary screen, CHO-K1 cells, Fluo-8 calcium fluorescence, 1536-well | AID 588819, 2011 | activation, % at 3 µM | 360,000 tested, 0.088% active | Muscarinic acetylcholine receptor M1 (Homo sapiens), P11229 | CHO-K1 hM1, ACh EC20; 0% = ACh EC20, 100% = maximal ACh; in the data active = activation above about 19%, passing the limit was not always enough
OXTR potentiate = human OXTR potentiators, primary screen, fluorescence, CHO-OTR cells, Fluo-8 calcium; Oxytocin receptor (Homo sapiens), P30559; Fluo-8 calcium fluorescence, potentiator mode; 0% = oxytocin EC15, 100% = EC100; activation, % at 3 µM; 320,000 tested, 0.061% active; AID 2445, 2010;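 active = activation above that plate's cutoff, the mean activation of tested compounds plus 3 SD, cut at about 6.6% in these data, passing the limit was not always enough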;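 note: 100% uses oxytocin at 75 nM as the full agonist control; some results filed as inactive read as strong as hits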
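Replication – single well per compound, singlicate · Assay system – CHO cell line stably expressing human OTR · Timing – 6 min pre-incubation, 100 s read · Measure – normalized max/min fluorescence ratio, % activation · Doses – 3.0 µM, one dose · Detection – Fluo-8 calcium dye fluorescence · Probe or stimulus – oxytocin near EC15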
CHO parental Ca = ATP-evoked calcium signal inhibitors, parental CHO, primary screen, counter-screen for OX1R antagonist project, cell-based, fluorescence, Fluo-8 calcium dye; inhibition, % at 5.6 µM; 330,000 tested, 0.63% active; parental CHO-K1, ATP-induced calcium, Fluo-8 fluorescence;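 active = inhibition above that plate's mean sample inhibition plus 3 SD, cut at about 26% in these data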;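 note: 0% = ATP-challenged DMSO wells and 100% = DMSO wells without ATP; some compounds past the cut are filed as inactive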
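test system = CHO parental line | reagent = ATP stimulus | measured by = intracellular calcium via Fluo-8 no-wash fluorescent dye | control set = ATP and no-ATP DMSO wells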
An asterisk follows results filed as active; . = no result given.

Each structure is followed by: TAAR1 antagonist | M1 antag | OXTR ag | OXTR potentiate | M1 ag | TAAR1 ag | CHO parental Ca | V1aR counter | CHRM1 PAM
> CCN(CCNC(=O)c1ccc2nc(-c3ccccc3NC(C)=O)c(=O)[nH]c2c1)c1ccccc1
 : 14 | 11 | -0.1 | -5 | -7 | 1 | -2 | 0.7 | -4
> Cc1cc(C)nc(SCC(=O)Nc2ccc(S(=O)(=O)N3CCCCC3)cc2)n1
 : 4 | -2 | -0.5 | -4 | -5 | 11 | -10 | 0.1 | 7
> NS(=O)(=O)c1ccc(NC(=S)Nc2ccn(Cc3cccc4ccccc34)n2)cc1
 : 12 | 5 | 0.0 | -20 | -3 | 3 | 0 | 3.0 | 6
> N#Cc1ccc(Sc2ccccn2)c([N+](=O)[O-])c1
 : -21 | 13 | -0.6 | -4 | -2 | 0 | -12 | -0.6 | -6
> Cc1nn(-c2ccccc2)c(C)c1/C=N/O
 : -9 | -13 | -0.3 | -1 | -1 | -2 | -10 | -1.0 | 13
> Cc1c(NC(=O)C2Cc3ccccc3CN2C(=O)c2ccco2)c(=O)n(-c2ccccc2)n1C (configuration not stated)
 : -4 | 1 | -0.6 | -14 | -5 | 2 | -10 | 1.9 | 0
> COc1cc(OC)cc(C(=O)NC2CCCN(Cc3ccc(Cl)cc3)C2)c1 (configuration not stated)
 : 9 | 19 | -2.0 | -4 | -9 | -1 | -23 | 0.1 | -20
> COc1cc(C(O)c2nc(-c3cccc(C(F)(F)F)c3)cs2)ccc1F (configuration not stated)
 : 17 | 1 | . | . | -3 | 2 | . | . | -4
> COc1ccccc1N1CCN(C(=O)CN(C2CCCCC2)S(C)(=O)=O)CC1
 : 0 | 4 | 1.2 | -9 | -3 | 1 | -5 | -0.1 | 2
> CCCC1=Nc2cc(C(=O)NCCCOC(C)C)ccc2Sc2ccccc21
 : -2 | -4 | -2.6 | -13 | -4 | 4 | -15 | -0.6 | 2
> Cc1ccc(S(=O)(=O)N2CCN(CN3C(=O)CC4(CCCC4)C3=O)CC2)cc1
 : -11 | 3 | . | . | 0 | 0 | . | . | 0
> Nc1ccc(O)c2c(=O)cc(-c3ccccc3Cl)oc12
 : 2 | -3 | -1.6 | -3 | -13 | -1 | -5 | -1.0 | 6
> CN(CC(=O)Nc1ccc(N2CCOCC2)cc1)CC(=O)Nc1ccc([N+](=O)[O-])cc1Br
 : -11 | -5 | 1.5 | -6 | -7 | 1 | -2 | 3.2 | 9
> Cn1nnnc1SCC1=C(C(=O)O)N2C(=O)C(NC(=O)C3CC3c3ccccc3)C2SC1 (configuration not stated)
 : 19 | -15 | 1.3 | -13 | -2 | -1 | -7 | 0.9 | 12
> CCOC(=O)c1c(-c2cccs2)csc1NC(=O)c1ccco1
 : -7 | -20 | 0.5 | -3 | -3 | 16 | -8 | 0.3 | 12
> COc1cc(C)ccc1OCCOCCOc1c(C)cc(C)cc1Br
 : -6 | -25 | -2.1 | -10 | -3 | 7 | -14 | -0.1 | 1
> Cc1ccc(S(=O)(=O)N(C)C)cc1NC(=O)Nc1ccccc1
 : 5 | 28 | 0.6 | -6 | 0 | 4 | -16 | -0.1 | -12
> Cc1ccc(CNC(=O)C2CCC(=O)N(C3CCCC3)C2)c(F)c1F (configuration not stated)
 : -14 | 7 | -0.5 | -6 | -3 | 0 | -18 | -0.2 | 0
> CCOc1ccc(NC(=O)N2CCC(C(N)=O)(N3CCCCC3)CC2)cc1
 : 7 | 0 | 0.6 | -4 | -3 | 4 | 3 | -1.1 | 4
> COc1ccc(Oc2ncnc3sccc23)cc1
 : 2 | -4 | -1.8 | -7 | -5 | 2 | -15 | -0.3 | 12
> Cc1ccc(NC(=S)N=Nc2c(O)[nH]c3ccccc23)cc1
 : 15 | 4 | -3.0 | -11 | -7 | 3 | -10 | -0.2 | -2
> COC(=O)c1cc(NC(=O)CC2SC(=Nc3ccccc3)N(CCc3c[nH]c4ccccc34)C2=O)cc(C(=O)OC)c1 (configuration not stated)
 : 1 | 11 | 0.7 | -10 | -2 | 0 | 9 | 2.1 | -1
> CCCCCC(=O)Nc1cccc2ccccc12
 : -7 | -7 | -1.9 | -1 | -10 | 7 | -16 | -0.4 | 3
> COc1ccc(CCNC(=O)CCc2ccsc2)cc1OC
 : -1 | 8 | 0.3 | -9 | 0 | -4 | 9 | 0.6 | 0
> CNCCCCOc1ccccc1Cc1ccccc1
 : . | . | 11 | -9 | . | . | 1 | 3.8 | .
> O=C(Oc1cccc(NC(=O)c2ccco2)c1)c1cccc(S(=O)(=O)N2CCCCC2)c1
 : 33 | 5 | 1.1 | -10 | -3 | 5 | -15 | 3.5 | 1
> O=C(O)Cc1sc(Nc2cccc3ccccc23)nc1-c1ccc(F)cc1
 : -11 | 16 | . | . | -4 | 12 | . | . | -9
> O=C(NCC1CCCO1)c1cc(Br)c(Br)s1 (configuration not stated)
 : -12 | 2 | -0.2 | -7 | 10 | 2 | -13 | 2.6 | 16
> CC1CC=CCC1(CO)CO (configuration not stated)
 : -16 | -7 | . | . | 1 | 1 | . | . | 10
> COc1ccccc1-c1cc(NC(C)=O)c2ncc(-c3ccc(F)cc3)n2c1
 : 11 | -12 | . | . | -1 | 1 | . | . | 9
> Cc1ccc(Nc2nnc(-c3ccc(N4CCOCC4)c([N+](=O)[O-])c3)c3ccccc23)cc1
 : 13 | -6 | -1.7 | -1 | -8 | 3 | -27 | -1.4 | -3
> O=C(Nc1ncccc1O)c1cccc(S(=O)(=O)N2CCc3ccccc32)c1
 : 3 | 6 | 0.4 | -6 | -3 | 10 | -3 | 1.7 | 0
> Cc1cc(C(=O)NCc2ccc(F)cc2)c2ccccc2n1
 : -8 | -12 | 0.4 | -7 | -4 | -5 | -8 | 1.4 | 4
> c1ccc2c(c1)CCN(c1nc3cc4c(cc3s1)OCCO4)C2
 : 3 | -6 | 0.9 | -4 | -2 | 56* | -15 | 0.0 | 4
> O=C(Cc1ccc(F)cc1)Nc1ccc(S(=O)(=O)N2CCCC2)cc1
 : 6 | -4 | 3.4 | -1 | -4 | 10 | -8 | 2.0 | 0
> CC1CN(C(=O)Cn2cnc3c2c(=O)n(C)c(=O)n3C)CC(C)O1 (configuration not stated)
 : -3 | -8 | 0.7 | -9 | -3 | 0 | 4 | 0.8 | 7
> C=CCc1cc(Cl)ccc1OCCN1CC(C)OC(C)C1 (configuration not stated)
 : -18 | 12 | 0.1 | -4 | -6 | 10 | -24 | -0.3 | -2
> N#CC1(Nc2ccc3ccccc3c2)CCCC1
 : -7 | 3 | . | . | -2 | -1 | . | . | 1
> Oc1ccc(Cl)cc1C1=Nc2ccccc2N=C(c2ccco2)C1
 : -8 | -19 | 0.9 | -7 | 2 | 22 | -19 | 0.1 | -2
> O=C(COC(=O)/C=C/c1cccs1)NC(=O)Cc1ccccc1
 : 19 | -14 | -0.7 | -4 | -8 | 16 | -12 | -0.1 | 12
> c1ccc(CSc2nc3ncccn3n2)cc1
 : 0 | -12 | 1.6 | -4 | -3 | 5 | 0 | 8.3 | 10
> CCCS(=O)(=O)NC(=O)C1(C)CCCN(C(=O)c2cc(C(C)(C)C)nn2C)C1 (configuration not stated)
 : -1 | -28 | . | . | 2 | 2 | . | . | 17
> COc1cc(OC)c(/C=N/NC(N)=S)cc1Br
 : -2 | -7 | -2.0 | -4 | -14 | -1 | -3 | -1.0 | 12
> O=C(/C=C/c1cccc2ccccc12)N1CCOCC1
 : -2 | -7 | -3.0 | -9 | -6 | 0 | -1 | -0.8 | 4
> O=C(Nc1ccc(Cl)cc1)c1nc[nH]c1C(=O)NCCCCNC(=O)c1[nH]cnc1C(=O)Nc1ccc(Cl)cc1
 : 52* | 7 | 2.4 | -1 | 2 | 13 | 13 | 0.5 | -2
> CCOC(=O)Cn1nc(C)n(-c2cccc(Cl)c2)c1=O
 : -27 | -19 | 0.0 | -16 | 1 | 3 | 7 | -0.8 | 24
> NC(=O)CC(NC(=O)Cc1ccc(Cl)cc1)c1ccc(NCCN2CCOCC2)c([N+](=O)[O-])c1 (configuration not stated)
 : -17 | 5 | 0.3 | -9 | -4 | 2 | -6 | -0.1 | 0
> CS(=O)(=O)N(CC(=O)NCCSCc1ccccc1)c1ccccc1Cl
 : -9 | -12 | 0.2 | -5 | -1 | 3 | -16 | 1.9 | 2
> Cn1nc(C(=O)N2CCc3ccccc3C2)c2ccccc2c1=O
 : -7 | 0 | 2.7 | -4 | -3 | 6 | -8 | 0.0 | 5
> OC[C@H]1O[C@@H](c2nc(-c3ccc4c(c3)CCO4)no2)[C@H](O)[C@@H](O)[C@H]1O
 : 7 | -9 | . | . | -2 | 2 | . | . | 2
> N#CC1(C(N)=O)OC12CCS(=O)(=O)c1ccccc12 (configuration not stated)
 : -26 | -13 | . | . | -1 | 3 | . | . | 2
> Cc1nc2nc(C)c(NS(=O)(=O)c3ccc(Cl)cc3)c(=O)n2[nH]1
 : -1 | -19 | 0.4 | 0 | 2 | 1 | -3 | -0.3 | 17
> COc1ccc(NC(=O)Cc2nnc(N)s2)cc1
 : -9 | -7 | 0.6 | -8 | -3 | 5 | -11 | 0.9 | 8
> OC(Cc1ccccc1Br)c1ncc(-c2ccc(Cl)cc2)[nH]1 (configuration not stated)
 : -9 | -16 | . | . | -3 | 2 | . | . | 5
> CCc1nnc(NC(=O)CC23CC4CC(CC(Br)(C4)C2)C3)s1
 : -23 | -4 | -2.3 | -2 | -2 | 17 | -14 | 0.3 | 2
> CCOC(=O)C(=CNc1cccnc1Oc1ccc(C)c2c1CCC2)C(=O)OCC
 : -82 | 1 | -1.9 | -9 | -2 | 1 | -21 | -0.5 | 0
